Bioassay records from PubChem BioAssay.
HEK293 viab: GF-AFC viability counterscreen for inhibitors of alpha-synuclein gene (SNCA) expression; HEK-293-SNCA-luc viability, GF-AFC fluorescence, 24 h; Potency, µM (highest dose often 57.1 µM), inactives show at the highest dose activity change, negative = cytotoxicity, usual class: cytotoxic; actives 0.12% (n = 150,000); AID 1671193, 2021;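 also: potency is read from the fitted curve at half-maximal effect; 0% = DMSO-treated cells and -100% = medium-only wells without cells; nearly all actives have a fitted effect of over 30% in size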
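Cytotoxicity counterscreen: after 24 h compound treatment of genome-edited SNCA-luciferase HEK-293 cells, live-cell protease substrate GF-AFC read by fluorescence after 30 min; activity scaled between DMSO (0%) and medium-only (-100%), curves Hill-fitted.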
NIH3T3 tox: Cytotoxic Profiling in NIH 3T3 Cell Line of Diverse Libraries Using Quantitative High-Throughput Screening; AID 1345082, 2018; Potency, µM (titrated, usually from 96.7 µM), for the others: at the highest dose activity change, negative = cytotoxicity, hits mostly inhibitors; NIH 3T3 viability, CellTiter-Glo ATP luminescence, 48-72 h; actives 4.3% (n = 94,000); also: potency is read from the fitted curve at half-maximal effect; nearly all actives have a fitted effect of over 55% in size
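Luminescent ATP readout (CellTiter-Glo, 10 min RT) after 48 or 72 hr compound exposure of NIH 3T3 cells seeded at 400 cells/well in 1536-well format; quantitative HTS.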
Luciferase inh: Firefly luciferase inhibition profiling of diverse chemical library using quantitative high-throughput screening. Luciferin 4-monooxygenase (Photinus pyralis), P08659. purified P. pyralis luciferase, luminescence, biochemical. Potency, µM (titrated, usually from 115 µM), inactives show at the top dose activity change, negative = inhibition, usual class: inhibitors. actives 2.5% (n = 76,000). AID 1347043, 2019; also: potency is read from the fitted curve at half-maximal effect; nearly all actives have a fitted effect of over 65% in size
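Luminescence read by CCD imager after adding enzyme (10nM final) to wells holding compound, titrated in qHTS. Substrates 10uM each D-luciferin and ATP; buffer 50mM Tris acetate pH 7.5, 10mM Mg acetate, Tween-20, BSA.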
SNCA expr inh: Primary qHTS assay for inhibitors of alpha-synuclein gene (SNCA) expression. HEK-293 SNCA-luciferase knock-in, luminescence, 24 h. Potency, µM (doses to about 57.2 µM), for inactives: at the top dose activity change, negative = inhibition, most hits filed as inhibitors. actives 0.17% (n = 140,000). AID 1671194, 2021;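 also: potency is read from the fitted curve at half-maximal effect; plate controls were DMSO cells for no effect and cell-free wells for full effect; nearly all actives have a fitted effect of over 45% in size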
GPT2 inhibitor: Primary qHTS assay for inhibitors of Glutamate pyruvate transaminase 2 (GPT2). actives 0.25% (n = 100,000). AID 1671188, 2021. Potency, µM (doses to about 57.7 µM), for inactives: at the highest dose activity change, negative = inhibition, hits mostly inhibitors. Recombinant GPT2, coupled pyruvate oxidase/HRP Amplex Red fluorescence; also: potency is read from the fitted curve at half-maximal effect; nearly all actives have a fitted effect of over 60% in size; many of its hits are not listed in these tables
Target sequence (Q8TD30 whole entry, looked up): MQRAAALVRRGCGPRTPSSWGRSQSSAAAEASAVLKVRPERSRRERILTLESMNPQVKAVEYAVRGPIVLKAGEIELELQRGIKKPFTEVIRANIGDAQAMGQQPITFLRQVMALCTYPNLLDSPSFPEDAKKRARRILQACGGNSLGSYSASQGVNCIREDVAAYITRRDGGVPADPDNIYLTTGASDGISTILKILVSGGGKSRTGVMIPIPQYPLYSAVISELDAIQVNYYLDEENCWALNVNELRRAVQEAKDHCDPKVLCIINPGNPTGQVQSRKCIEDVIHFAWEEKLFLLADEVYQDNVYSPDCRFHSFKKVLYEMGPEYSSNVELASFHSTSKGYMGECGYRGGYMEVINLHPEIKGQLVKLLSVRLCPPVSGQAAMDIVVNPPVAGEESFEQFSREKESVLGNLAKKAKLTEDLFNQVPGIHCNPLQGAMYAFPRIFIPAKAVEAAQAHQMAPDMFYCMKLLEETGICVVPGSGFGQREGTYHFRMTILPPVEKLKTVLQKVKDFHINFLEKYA
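Fluorescence read-out: pyruvate from GPT2 turnover coupled to pyruvate oxidase, HRP and Amplex Red (0.2mM ThPP, 0.2U/mL PO and HRP, 50uM Amplex final). Substrates 250uM a-KG, 2mM L-alanine; enzyme 10ng/uL; 30 min RT.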
HEK cytotox: Cytotoxic Profiling in HEK 293 Cell Line of Diverse Libraries Using Quantitative High-Throughput Screening | HEK 293 viability, ATP luminescence (CellTiter-Glo), 48-72 h | AID 1345083, 2018 | Potency, µM (series often up to 115 µM), without a hit: at the top dose activity change, negative = cytotoxicity, actives largely listed as inhibitors | actives 6.6% (n = 94,000); also: potency is read from the fitted curve at half-maximal effect; nearly all actives have a fitted effect of over 60% in size
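Viability of HEK 293 cells, plated at 250 cells/well, was judged by cellular ATP after compound treatment for 48 or 72 hr. Luminescence was imaged 10 min after CellTiter-Glo addition at room temperature.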
IP6K1 inh: Primary qHTS assay for small molecule inhibitors of Inositol hexaphosphate kinase 1 (IP6K1); Inositol hexakisphosphate kinase 1 (Homo sapiens), Q92551; IP6K1 kinase, ADP-Glo luminescence, 2 h; hits give low values; activity change, % (series mostly up to about 58 µM); actives 0.81% (n = 140,000); AID 1645851, 2021; in the data active = activity change below about -25%
Target sequence (Q92551 whole entry, looked up): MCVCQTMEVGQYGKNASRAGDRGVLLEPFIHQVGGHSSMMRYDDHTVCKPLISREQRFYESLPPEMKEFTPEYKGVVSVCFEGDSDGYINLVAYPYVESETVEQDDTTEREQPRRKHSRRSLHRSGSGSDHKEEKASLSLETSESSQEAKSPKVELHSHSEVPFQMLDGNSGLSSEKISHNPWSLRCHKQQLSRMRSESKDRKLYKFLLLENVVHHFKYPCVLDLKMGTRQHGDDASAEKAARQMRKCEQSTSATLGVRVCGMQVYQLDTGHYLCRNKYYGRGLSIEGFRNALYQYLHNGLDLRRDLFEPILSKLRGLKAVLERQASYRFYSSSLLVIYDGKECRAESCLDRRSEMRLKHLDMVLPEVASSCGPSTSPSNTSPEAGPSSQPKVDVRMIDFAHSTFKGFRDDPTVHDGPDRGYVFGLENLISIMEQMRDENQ
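ADP-Glo luminescence measures ADP made by human IP6K1 during a 2 h RT reaction with ATP/IP6 (mix at 1.3 mM/130 uM); top library doses 57.5 and 19.1 uM final.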
* = called active by the depositor; i = inactive; ? = inconclusive; / = no result given; & = joins results of further samples; [ ] = remark or other dose. Unless noted, calls follow the shape of the dose curve; as a rule, active = well fitted curve in the direction sought with a large enough effect; inconclusive = small, poorly fitted or top-dose-only effect, or another doubt; inactive = no such curve, though single readings can be large; an effect the other way counts as inactive or inconclusive. Unless noted, % is scaled to controls: 0 for no effect and ±100 for the full control effect.

SMILES | HEK293 viab | NIH3T3 tox | Luciferase inh | SNCA expr inh | GPT2 inhibitor | HEK cytotox | IP6K1 inh
COc1ccc(CCN2C(=O)c3[nH]nc(-c4ccccc4O)c3C2c2ccc(OC)cc2)cc1 (stereo not drawn) | ? | / | / | ? | / | / | 9
COc1ccc(CC(=O)NC2CCN(c3cc(-c4ccc(Cl)cc4)[nH]n3)C2)cc1OC (stereo not drawn) | -11% | ? | 1% | -17% | ? | ? | 8
COc1cccc(C(=O)N2CC[C@H]3COC(=O)N3c3cc(F)ccc3C2)c1 | -12%[87.6 µM] | -4%[174 µM] | 11%[172 µM] | 6%[87.6 µM] | -5%[88.5 µM] | 2%[172 µM] | -5
COc1ccccc1NC(=O)N1CCc2cc(OC)c(OC)cc2C1CNC(=O)c1ccccc1 (stereo not drawn) | -26% | ? | 0% | -6% | i | ? | -12
O=C(NCc1cc2n(n1)CCN(C1CCCCC1)C2)Nc1cccc(F)c1 | -10% | -24% | -11% | 3% | -2% | -6% | 11
CC(=O)c1cccc(NC(=O)CN2C(=O)NC(c3ccc(C)cc3)C3=C2COC3=O)c1 (stereo not drawn) | -28% | -24% | -11% | ? | i | ? | 10
COCCn1c(=NC(=O)c2ccc3c(c2)OCCO3)sc2cc(NC(C)=O)ccc21 | 6% | / | / | 113%[activator] | / | / | 2
C[C@]1(O)CC[C@@H]2C(C(=O)O)=CO[C@@H](O[C@@H]3O[C@H](CO)[C@@H](O)[C@H](O)[C@H]3O)[C@@H]21 | -15% | / | / | / | 5%[27.3 µM] | / | 10
O=C(Nc1nc2ccccc2s1)c1ccc2c(c1)OCCN(CCC(F)(F)F)C2 | -20%[87.6 µM] | ? | 13µM* | 60%[activator][87.6 µM] | i | 20µM* | -11
CC(C)(C)OC(=O)N1CCC(c2c(C(=O)Nc3ccc4c(c3)OCCO4)cnn2-c2ccc(Cl)cc2)CC1 | -15% | / | / | -12% | / | / | -18
Cc1cccc(-c2noc(CCC(=O)N3CCC(C)(c4noc(C5CC5)n4)CC3)n2)c1 | -6% | ? | -11% | -2% | i | ? | 11
COc1cccc(C(=O)Nc2ccccc2-c2nnc(-c3ccc(C(C)(C)C)cc3)o2)c1 | 2% | / | / | 24% | / | / | 19
Cc1nncn1C1CCN(S(=O)(=O)c2cc(F)cc(F)c2)CC1 | 2% | -3% | 2% | -15% | i | i | -13
Cc1cnc(C)n1C1CCCN(C(=O)C2CCOCC2)C1 (stereo not drawn) | 7% | -7% | 9% | 26% | i | -17% | 22
O=C(CN1CC2CC(C1)[C@H]1CCCC(=O)N1C2)NCCN1CCOCC1 (stereo partly drawn) | -6% | i | 14% | -16% | 5% | -2% | 5
O=C(C1CCCN(Cc2cccc(-c3ccsc3)c2)C1)N1CCCC1 (stereo not drawn) | / | ? | / | / | / | ? | 1
CCCNC(=O)c1cc2sc(C)c(CN3CCCCC3)c2[nH]1 | -8% | -24% | -4% | -12% | i | -22% | 29
CN1CC(=O)N(C2CCCNC2)Cc2c1ncnc2N(C)Cc1ccc(F)cc1 (stereo not drawn) | 0% | -18% | / | 9% | i | i | -12
CCn1ccc(C(=O)N2[C@@H]3CC[C@H]2CC(NC(=O)c2ccc(F)cc2)C3)n1 (stereo partly drawn) | -4% | -10% | 6% | 11% | i | -9% | 6
O=C(C1CCCN(Cc2cccc(-c3ccc(F)cc3F)c2)C1)N1CCOCC1 (stereo not drawn) | -5% | -47% | / | 10% | 0% | ? | 4
CCn1cc(S(=O)(=O)N2CCC(Cc3ncc(C)n3Cc3ccc(F)cc3)CC2)cn1 | 8% | -24% | -10% | -3% | i | ? | -5
CCOc1ccccc1C1NC(=O)N(CC(=O)N(C)c2ccccc2)C2=C1C(=O)OC2 (stereo not drawn) | 3% | i | 12% | -9% | 1% | 3% | 5
CC(C)(C)C(=O)N1CCC2(CCCN(Cc3cccc(F)c3F)C2=O)C1 (stereo not drawn) | 1% | i | -12% | 29% | -7% | -7% | 1
CCN(CC)C(=O)[C@@H]1CCC[C@@H](NCc2nccn2C)CN(C)C(=O)C1 | 3%[87.6 µM] | 2%[174 µM] | -3%[172 µM] | -2%[87.6 µM] | -4%[88.5 µM] | i | -15
CCn1c2ccccc2c2cc(NC(=O)COc3ccc(C)cc3C)ccc21 | 10% | / | / | -2% | / | / | 56
c1ccc(-c2ccnc3nc(C4CC4)nn23)cc1 | 12% | -8% | -16% | 10% | -5% | -24% | 7
COc1ccc(N2Cc3c(NC4CCCCCC4)ncnc3N(C)CC2=O)cc1 | 6% | ? | 0% | -11% | ? | ? | 0
COCc1noc([C@@H]2CN(C(=O)CC3CCCC3)C[C@H]2CO)n1 | 6% | 3% | 2% | -20% | 1% | i | -2
Cc1ccccc1C(=O)N1CC(N2C(=O)c3c(c(C)nn3-c3ccccc3)C2C)C1 (stereo not drawn) | / | ? | / | / | / | ? | -3&2
Cc1cc2cc(-c3c(C)noc3C)nc(NC3CC3)c2o1 | 3%[87.6 µM] | ? | -5%[230 µM] | 5%[87.6 µM] | -6%[88.5 µM] | ? | 17
COc1cccc(NC(=O)O[C@@H]2CO[C@H]3[C@@H]2OC[C@@H]3Nc2nccc(-c3cccc(F)c3)n2)c1 | -17% | ? | 7% | 10% | 0% | 45µM* | -1
CC(C)Oc1ccc(CNC(=O)CCC2CCN(S(=O)(=O)c3ccccc3)CC2)cc1 | -1% | ? | 5% | 3% | i | ? | 6
O=C(CSc1cn(CC(=O)N2CCCCC2)c2ccccc12)Nc1ccccc1F | ? | / | / | 44%[activator] | / | / | 4
Fc1ccc(-c2cn3cc(Cc4ccccc4Cl)sc3n2)cc1 | 7% | / | / | ? | / | / | -17
C=CCNC(=O)C[C@@H]1CCN(C(=O)C2CC2)C[C@@H]1CC | 4%[87.6 µM] | -19%[230 µM] | -5%[230 µM] | 8%[87.6 µM] | -18%[88.5 µM] | -8%[230 µM] | -4
NC(=O)c1cccnc1OC1CCNCC1 | 1% | -10% | -11% | 28% | i | 6% | 7
Cn1c(=O)c2c(-c3ccc(Cl)cc3)n(CCc3ccccc3)cc2n(C)c1=O | 8% | / | / | 2% | / | / | -2
CCCN(CC1CCOC1)C(=O)Nc1ccc(C)c(Cl)c1 (stereo not drawn) | -6% | -16% | -1% | -20% | 2% | -17% | -5
COc1ccc(Cl)cc1-c1ccc2c(c1)C(=O)N1CC[C@H](NC(=O)NC(C)C)[C@H]1C(=O)N2 | -11% | -26% | 0% | -17% | i | ? | 3
CN(CC1(C)CCOCC1)C(=O)c1cc(Cl)ccc1F | -1% | -5% | -1% | -14% | i | -13% | 5

Some entries already given, limited to SNCA expr inh.
smiles,SNCA expr inh
COc1ccc(Cl)cc1-c1ccc2c(c1)C(=O)N1CC[C@H](NC(=O)NC(C)C)[C@H]1C(=O)N2,-17%
NC(=O)c1cccnc1OC1CCNCC1,28%
CC(C)(C)C(=O)N1CCC2(CCCN(Cc3cccc(F)c3F)C2=O)C1 (stereo not drawn),29%

New compounds follow
SMILES | HEK293 viab | NIH3T3 tox | Luciferase inh | SNCA expr inh | GPT2 inhibitor | HEK cytotox | IP6K1 inh
Cc1cccc(OCC(=O)N2[C@@H]3CC[C@H]2CC(NC(=O)c2ccncc2)C3)c1 (stereo partly drawn) | ? | 4% | -4% | 18% | i | i | 17
COCCC(=O)N1CCCCCCNC(=O)[C@@H]2C[C@@H](C(=O)N3CCN(c4ccccn4)CC3)C[C@@H]21 | ? | ? | -13% | 25% | -33% | -28% | -2
COCC(=O)Nc1ccc([C@@H](O)[C@H]2COCC(=O)N2)cc1 | 0%[87.6 µM] | i | -5%[172 µM] | -18%[87.6 µM] | -4%[88.5 µM] | i | 2
COc1ccc(Nc2cnc3ccc(-c4cccc(CO)c4)nn23)cc1 | -15%[87.6 µM] | ? | ? | 7%[87.6 µM] | i | ? | -21
CCCCN1C(=O)NC(c2ccc(OC)cc2)C2=C1COC2=O (stereo not drawn) | 4% | -6% | 2% | -10% | i | -9% | 19
COc1ccc(C(=O)N2CCc3ccc(C(=O)NCc4ccc5c(c4)OCO5)cc32)cc1 | -29% | ? | -3% | -4% | i | ? | -2
COc1ccc(S(=O)(=O)NCCS(=O)(=O)N2CCN(c3ccccc3)CC2)cc1C | 3% | / | / | -5% | / | / | 12
CCN1CCN(c2ncnc3c2cnn3-c2cccc(C)c2)CC1 | -22% | / | / | 58%[activator] | / | / | 2
COc1ccc(NC(=O)C2Cc3ccccc3N2C(=O)c2ccccc2)c(OC)c1 (stereo not drawn) | -25% | / | / | -8% | / | / | -7
CC(C)c1noc([C@@H]2C[C@H]3C(=O)NCCCCCCN(C(=O)c4ccncc4)[C@H]3C2)n1 | -12% | ? | -13% | 11% | 1% | ? | 7
COc1ccc(CCN2Cc3cc(NC(=O)Cc4ccc(F)cc4)ccc3OC(C)C2=O)cc1 (stereo not drawn) | 5% | ? | -12% | 18% | ? | ? | 4
CCCOc1ccccc1CCCNC(=O)[C@H]1CCC[C@@H](O)C1 | 7% | -10% | 6% | 6% | -3% | -1% | 5
O=C(O)C[C@@H]1CCN(C(=O)C2CCCCC2)C[C@@H]1CCN(CCN1CCOCC1)c1ccccc1 | 5% | ? | -3% | 20% | i | -5% | -3
O=C(CC1CCCCC1)N1CCn2c(nnc2[C@@H]2C[C@@H](O)CN2Cc2ccccc2)C1 | 0%[12.5 µM] | -2% | -2% | ? | i | 1% | -4
CN(C)C[C@H]1C[C@H](CO)CN(C(=O)c2ccccc2OCc2ccccc2)C1 | -2% | -11% | 7% | -11% | 5% | ? | -3

Three structures already listed, ordered by SMILES length, falling.
SMILES | HEK293 viab | NIH3T3 tox | Luciferase inh | SNCA expr inh | GPT2 inhibitor | HEK cytotox | IP6K1 inh
COc1ccc(C(=O)N2CCc3ccc(C(=O)NCc4ccc5c(c4)OCO5)cc32)cc1 | -29% | ? | -3% | -4% | i | ? | -2
COc1ccc(S(=O)(=O)NCCS(=O)(=O)N2CCN(c3ccccc3)CC2)cc1C | 3% | / | / | -5% | / | / | 12
CCN1CCN(c2ncnc3c2cnn3-c2cccc(C)c2)CC1 | -22% | / | / | 58%[activator] | / | / | 2

This is a subset, so the mix of outcomes need not match the whole.
